Screens as filed in PubChem.
Lipid storage S3: qHTS Assay for Lipid Storage Modulators in Drosophila S3 Cells; Drosophila S3 cells, BODIPY lipid droplet fluorescence, 18-24 h; cells fed with added oleic acid; Potency in µM for hits, for the others lipid storage change, negative = inhibition, % at the top dose, mostly 46.1 µM; actives 0.64% (n = 320,000); active means well fitted inhibition curve with a large enough effect in the signal ratio, with a control signal flat, not every such curve was filed as active; inconclusive means small, poorly fitted or top-dose-only effect, or effect the other way, or a change in a side signal; the % refers to the signal ratio
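Laser-scanning cytometry quantifies lipid droplet accumulation (500–530 nm total intensity; droplet/cell object ratio) in oleic acid-fed (400 uM added) Drosophila S3 cells treated with a concentration series. 20 uM Triacsin C defined 100% inhibition.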
Lipid storage S3 cell count max: second read-out of Lipid storage S3, no call of its own (marks repeat the call); cell number change, %; measured here: cell count max response;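 cells counted by Cell Tracker Red CMTPX staining in the red channel; peak over a dose series mostly up to 46.1 µM; percent activity relative to internal control wells on each plate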
Active calls of the source: *; i = inactive; ? = inconclusive; . = not tested or not shown; & = joins results of further samples. On the % scale 0 is the no-effect control and ±100 the full control effect; potency means the concentration at half of the fitted maximal effect. The list is partial. The share of hits here may be higher or lower than overall.

Sample of the layout:
SMILES	Lipid storage S3	Lipid storage S3 cell count max
CN1CCN(CCC(=O)N2c3ccccc3Sc3ccc(C(F)(F)F)cc32)CC1	i	7
CC1COc2c(N3CCN(C)CC3)c(F)cc3c(=O)c(C(=O)O)cn1c23 (stereo not given)	?	.
CN1CCN(C(c2ccccc2)c2ccccc2)CC1	-13%	2
NC(=O)c1cn(Cc2c(F)cccc2F)nn1	?	.
Cc1cc(-c2ccccc2)nnc1NCCN1CCOCC1	?	.
COc1ccc(/C=C/C(=O)Nc2ccccc2C(=O)O)cc1OC	18%&-6%	-1&-21

The whole of this part, previewed entries included:
SMILES	Lipid storage S3	Lipid storage S3 cell count max
CN1CCN(CCC(=O)N2c3ccccc3Sc3ccc(C(F)(F)F)cc32)CC1	i	7
CC1COc2c(N3CCN(C)CC3)c(F)cc3c(=O)c(C(=O)O)cn1c23 (stereo not given)	?	.
CN1CCN(C(c2ccccc2)c2ccccc2)CC1	-13%	2
NC(=O)c1cn(Cc2c(F)cccc2F)nn1	?	.
Cc1cc(-c2ccccc2)nnc1NCCN1CCOCC1	?	.
COc1ccc(/C=C/C(=O)Nc2ccccc2C(=O)O)cc1OC	18%&-6%	-1&-21
COC(=O)c1ccc(O)cc1	?	.
O=C(CCNNC(=O)c1ccncc1)NCc1ccccc1	?	.
Cc1c(NC(=O)c2cccnc2)c(=O)n(-c2ccccc2)n1C	-18%	-22
CC1(C)Cc2c(sc(NC(=S)NC(=O)c3ccccc3)c2C(=O)O)CO1	-4%	-9
CC(=O)NC(Cc1ccccc1)C(=O)O (stereo not given)	-3%	-3
CC(=O)OCC1=C[C@@H]2OC(=O)C3=CO[C@@H](O[C@@H]4O[C@H](CO)[C@@H](O)[C@H](O)[C@H]4O)[C@H]1[C@@H]32	?	.
COc1ccccc1N1CCN(CCCNc2cc(=O)n(C)c(=O)n2C)CC1	?	.
c1ccc(CN(CC2=NCCN2)c2ccccc2)cc1	-1%&2%	8&5
CC(COc1ccccc1)NC(C)C(O)c1ccc(O)cc1 (stereo not given)	0%	4
O=C(c1ccc(F)cc1)C1CCN(CCn2c(=O)[nH]c3ccccc3c2=O)CC1	7%	15
CCOc1ccc(C(=O)OCCN(CC)CC)cc1	?	.
Cc1ccc(CN2CCN(Cc3cccc4nccnc34)CC2CCO)cc1 (stereo not given)	2%	14
CC[N+](C)(CC)CCOC(=O)C(O)(c1ccccc1)C1CCCCC1 (stereo not given)	?	.
COc1cc2c(cc1OC)C(=O)C(CC1CCN(Cc3ccccc3)CC1)C2 (stereo not given)	6%	2
CC[n+]1c(C)sc2cc(OC)ccc21	?	.
O=C(NCCc1c[nH]c2ccccc12)c1cccnc1	?	.
C1CCC(C(CC2CCCCN2)C2CCCCC2)CC1 (stereo not given)	?	.
Cn1c(=O)c2c(ncn2CC2OCCO2)n(C)c1=O	?	.
NC(=O)c1cccc(-c2cc(Nc3ccc(OC(F)(F)F)cc3)ncn2)c1	-13%	-9
c1ccc(CC2=NCCN2)cc1	?	.

Reformatted with bars between the fields: entries from further up.
SMILES | Lipid storage S3 | Lipid storage S3 cell count max
CCOc1ccc(C(=O)OCCN(CC)CC)cc1 | ? | .
Cc1ccc(CN2CCN(Cc3cccc4nccnc34)CC2CCO)cc1 (stereo not given) | 2% | 14
CC[N+](C)(CC)CCOC(=O)C(O)(c1ccccc1)C1CCCCC1 (stereo not given) | ? | .
COc1cc2c(cc1OC)C(=O)C(CC1CCN(Cc3ccccc3)CC1)C2 (stereo not given) | 6% | 2

Among those listed so far, these contain an aryl methoxy group:
SMILES	Lipid storage S3	Lipid storage S3 cell count max
COc1ccc(/C=C/C(=O)Nc2ccccc2C(=O)O)cc1OC	18%&-6%	-1&-21
COc1ccccc1N1CCN(CCCNc2cc(=O)n(C)c(=O)n2C)CC1	?	.
COc1cc2c(cc1OC)C(=O)C(CC1CCN(Cc3ccccc3)CC1)C2 (stereo not given)	6%	2
CC[n+]1c(C)sc2cc(OC)ccc21	?	.
